PNC inhibitor: perinucleolar compartment assembly inhibition; PC3M PTB-GFP, PNC prevalence imaging, 16 h; active compounds read low; activity change (PNC), negative = inhibition, % at 10 µM; actives 3.1% (n = 140,000); AID 2417;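 active = readout at or below -70, meaning at least 70% loss of cells showing the perinucleolar compartment, a nuclear body marking cancer cells; inconclusive = readout between -30 and a set limit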;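 note: plate controls were DMSO wells for no effect and camptothecin positive control wells for full effect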
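Compounds are pinned in duplicate onto adhered PC3M cells stably expressing GFP-tagged PTB and incubated 16 h at 37 C. Cells are then fixed, nuclei stained with Hoechst, and PNC-positive cells counted.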
15-hLO-2 inh: 15-hLO-2 (ALOX15B) enzyme inhibition. purified 15hLO-2, xylenol orange hydroperoxide absorbance. Potency, µM (highest dose often 57.1 µM), for inactives: at the top dose activity change, negative = inhibition, usual class: inhibitors. actives 0.56% (n = 110,000); note: potency is the fitted concentration of half-maximal effect; nearly all actives have a fitted effect of over 60% in size; many of its hits are not listed in these tables
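Purified human 15hLO-2 (50 nM final) preincubated with compounds 15 min at room temperature in 25 mM Hepes pH 7.5, 0.01% Triton X-100, then 45 uM arachidonic acid added for 90 min; hydroperoxide detected via ferrous/xylenol orange, 573/405 nm absorbance ratio.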
12-hLO inh: 12-hLO (ALOX12) enzyme inhibition. purified 12-hLO, xylenol orange hydroperoxide absorbance. Potency, µM (highest dose often 57.1 µM), without a hit: top-dose activity change, negative = inhibition, usual class: inhibitors. AID 1452. P18054. actives 0.12% (n = 150,000); note: potency is the fitted concentration of half-maximal effect; nearly all actives have a fitted effect of over 55% in size; many of its hits are not listed in these tables
Target sequence (P18054 whole entry, looked up): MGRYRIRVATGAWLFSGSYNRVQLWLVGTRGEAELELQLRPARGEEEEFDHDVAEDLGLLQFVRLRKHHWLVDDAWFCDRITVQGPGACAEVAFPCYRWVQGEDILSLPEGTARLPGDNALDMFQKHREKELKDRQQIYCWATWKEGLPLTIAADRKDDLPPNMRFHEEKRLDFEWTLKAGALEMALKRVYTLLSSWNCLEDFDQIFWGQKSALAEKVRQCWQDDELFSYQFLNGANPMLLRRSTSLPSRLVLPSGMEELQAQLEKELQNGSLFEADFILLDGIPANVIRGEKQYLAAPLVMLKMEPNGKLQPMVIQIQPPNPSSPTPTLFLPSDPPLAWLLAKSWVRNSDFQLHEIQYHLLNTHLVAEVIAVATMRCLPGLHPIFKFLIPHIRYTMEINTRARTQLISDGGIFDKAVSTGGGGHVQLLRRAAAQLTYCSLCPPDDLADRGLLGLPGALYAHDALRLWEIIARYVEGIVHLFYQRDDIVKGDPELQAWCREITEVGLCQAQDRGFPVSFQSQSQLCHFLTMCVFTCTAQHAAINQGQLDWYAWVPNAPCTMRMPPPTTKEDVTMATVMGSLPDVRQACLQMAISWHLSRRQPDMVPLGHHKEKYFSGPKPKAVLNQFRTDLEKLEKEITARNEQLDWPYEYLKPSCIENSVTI
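Lipoxygenase turnover measured by absorbance at 573 and 405 nm after Fe-XO development. Human 12hLO 150 nM, arachidonate 40 uM, pH 7.0 Hepes buffer with detergent; 15 min compound preincubation, 30 min reaction.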
IMPase cell inh: membrane-permeable compound that blocks inositol monophosphatase. CHO-M1 cells, IP1 accumulation, HTRF TR-FRET ratio. inhibition (IP1 accumulation), % at 46.1 µM. 120,000 tested, under 10 active; active = well fitted curve in the direction sought with a large enough effect in the signal ratio, not every such curve was filed as active; inconclusive = small, poorly fitted or top-dose-only effect, or a change in a side signal; inactive = no such curve, though single readings can be large or run the other way; the % refers to the signal ratio;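 note: cells stimulated with carbachol in lithium chloride buffer; plate controls were DMSO basal wells for no effect and reference inhibitor wells for full effect; higher means more IMPase inhibition seen as more IP1 and lower FRET ratio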
Target sequence (P97697 whole entry, looked up): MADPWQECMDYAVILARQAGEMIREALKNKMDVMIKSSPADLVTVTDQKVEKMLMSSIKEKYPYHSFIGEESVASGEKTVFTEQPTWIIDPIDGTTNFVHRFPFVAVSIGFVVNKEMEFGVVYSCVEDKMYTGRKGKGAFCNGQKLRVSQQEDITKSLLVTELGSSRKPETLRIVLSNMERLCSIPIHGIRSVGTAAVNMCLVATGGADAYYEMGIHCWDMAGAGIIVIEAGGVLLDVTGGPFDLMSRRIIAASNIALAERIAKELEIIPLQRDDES
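Carbachol-driven Gq signalling in CHO-M1 cells (2000/well) generates IP1. Compounds that block IMPase raise IP1 and so reduce the FRET signal from Eu-anti-IP1 and d2-IP1 after a 10 min room-temperature lysis.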
Active calls of the source: *; ? = inconclusive; / = not tested or not shown; [ ] = dose if it differs, or a comment. Unless noted, calls come from the whole dose curve; as a rule, active = well fitted curve in the direction sought with a large enough effect; inconclusive = small, poorly fitted or top-dose-only effect, or another doubt; inactive = no such curve, though single readings can be large; an effect the other way counts as inactive or inconclusive. Unless noted, % is set by controls: 0 for no effect and ±100 for the full control effect. This is a subset; count on the stated rates, not on these rows.

compound	PNC inhibitor	15-hLO-2 inh	12-hLO inh	IMPase cell inh
O=C(NN1C(=O)/C(=C/c2cccnc2)SC1=S)C(c1ccccc1)c1ccccc1	63.0	-11.0%	0.5%	5.1
S=c1oc(-c2ccncc2)nn1CCc1ccncc1	-0.5	4.7%	1.7%	-9.6
Oc1ccc(CN2CCCCC2)c2cccnc12	-23.9	/	?	10.0
CCNC(=O)NC(C(=O)OC)C12CC3CC(CC(C3)C1)C2 (stereo not given)	45.4	2.9%	-4.3%	16.9
C/C(Cl)=C\CNC(C)c1ccccc1 (stereo not given)	-8.4	6.7%	-0.5%	4.4
C[C@](O)(c1ccccc1)c1nccc2ccccc12	/	-0.8%[11.4 µM]	-9.2%[11.4 µM]	/
Cc1ccc(/C=C/c2nc3ccccc3c(=O)n2CCc2ccccc2)cc1	-82.6*	/	2.6%	3.5
COc1cccc(NC(=O)NCCCN2CCN(c3ccc(F)cc3)CC2)c1	-3.6	41.0%[activator]	0.7%	-2.6
CCN(CC)S(=O)(=O)c1ccc(NC(=O)CN(c2cccc(F)c2)S(C)(=O)=O)cc1	?	-1.9%	-13.5%	-9.4
O=C(CSc1nnnn1-c1ccccc1)N1CCN(C(=O)c2ccco2)CC1	19.2	-5.4%	3.5%	10.3
COc1ccc(/C(C)=N/OCC(=O)N2CC3(C)CC2CC(C)(C)C3)cc1 (stereo not given)	-7.8	/	1.5%	/
Cc1ccc(-c2[nH]c(=O)n3ccncc23)s1	0.0	-15.6%	-5.7%	?
O=C(c1ccccc1)c1c(O)nc(-c2ccccc2)n(-c2ccccc2)c1=O	12.0	/	-4.2%	/
COc1ccc(CCNc2oc(COc3ccc(F)cc3)nc2C#N)cc1	-28.5	-6.4%	-18.5%	12.2
Cc1ccccc1CN1C(=O)C(O)(CC(=O)c2ccncc2)c2ccccc21 (stereo not given)	-22.8	-4.0%	-9.3%	3.5
CC(=O)Oc1ccccc1N1C(=O)c2ccc(C(=O)O)cc2C1=O	-21.8	-4.2%	-1.2%	-7.1
COc1ccc(C(=O)N2CCC3(CCCN(C(=O)NC(C)C)C3)CC2)cc1	/	12.3%	-1.1%	/
Cc1ccc(-c2n[nH]c(=S)n2/N=C/c2cc3c(cc2[N+](=O)[O-])OCO3)cc1	46.1	-6.3%	-14.1%	3.8
COC(=O)C1=CN(C(C)C)C=C(C(=O)OC)C1c1cc2c(cc1Br)OCO2	26.8	0.5%	-0.7%	-19.2
CCOC(=O)c1[nH]c2ccc(OCC)cc2c1NC(=O)CN1CCC2(CC1)OCCO2	-0.9	-4.7%	-0.7%	-7.1

compound	PNC inhibitor	15-hLO-2 inh	12-hLO inh	IMPase cell inh
C=CCc1cccc2ccc(=O)oc12	?	/	2.3%	-3.5
Cc1cc(Cl)ccc1NC(=O)CSc1nnc(-c2ccncc2)n1Cc1ccco1	?	-7.9%	?	12.9
COc1ccc(OCC(O)COc2ccc(C(=O)O)cc2)cc1 (stereo not given)	-14.7	-1.5%	-1.1%	-2.8
O=c1cc(O)c2c(=O)[nH]c(=O)n(-c3ccccc3)c2[nH]1	-26.2	-5.7%	-5.4%	-2.2
O=C(COC(=O)c1ccccn1)Nc1nccs1	-3.0	-10.1%	1.7%	-5.1
O=C(Nc1nc2n(n1)C(c1ccccc1)CC(c1ccc(Cl)cc1)N2)c1ccco1 (stereo not given)	?	42.6%[activator]	?	1.1
COc1ccc(C(=O)Nc2ccc(OCC(F)(F)C(F)F)c(C(F)(F)F)c2)cc1OC	?	-3.7%	-3.5%	-3.0
CCOC(=O)C1=NN(C(=O)Cc2ccccc2)C(O)(c2ccc(Cl)cc2)C1 (stereo not given)	-3.0	/	-0.4%	/
O=C(CN(Cc1ccco1)C(=O)CCC(=O)Nc1nccs1)NCc1ccccc1	?	/	1.3%	17.8
COc1cccc(/C=N/NC(=O)CNC(=O)c2ccc3c(c2)OCCO3)c1O	-4.4	/	-2.0%	-13.5
CCCCCC(=O)Nc1nc(C)c(-c2csc(Nc3ccccc3OCC)n2)s1	?	7.8%	-7.9%	0.5
CN1C(=O)/C(=C/c2ccccc2OCc2ccccc2)NC1=S	?	/	-0.4%	/
Cc1ccc(C(=O)OCC(=O)Nc2ccccc2Sc2ccccc2)cc1C	28.6	/	0.4%	/
COCCCNC(=O)CCCn1c(=O)c2ccccc2n(CC(=O)Nc2c(C)cc(C)cc2C)c1=O	?	/	2.4%	/
Nc1nc(SCC(=O)NNc2c(Cl)cc(Cl)cc2Cl)n[nH]1	21.1	/	-4.4%	/
O=C(N/N=C/c1cc([N+](=O)[O-])ccc1O)c1cc(-c2ccccc2)nc2ccccc12	-13.4	/	5.1%	4.6
CC1(C)NC(=O)N(CC(=O)O)C1=O	-8.3	-6.5%	7.0%	0.2
O=C1CC(=O)N(CCc2ccc(F)cc2)C(=O)N1	?	-0.8%	-27.8%	3.7
CCOc1ccc(C(=O)Nc2ccc(-c3nc4ccccc4[nH]3)cc2)cc1[N+](=O)[O-]	-116.4*	/	0.3%	/
Cc1c(C(=O)NC(C)C)oc2c1-c1[nH]ncc1CC2	38.1	-5.3%	-4.2%	-4.1

compound	PNC inhibitor	15-hLO-2 inh	12-hLO inh	IMPase cell inh
CCOc1ccc(NC(=O)Nc2cc(C)ccc2F)cc1	?	3.7%	-2.2%	-7.4
COC(=O)COc1ccc(C(=O)OC)cc1	8.4	1.4%	-6.5%	6.5
CC(c1ccco1)N(C(=O)C12CC3CC(CC(C)(C3)C1)C2)c1ccccn1 (stereo not given)	14.4	5.2%	-2.5%	-4.3
CCCCOc1ccc(-c2nc(-c3cccnc3)no2)cc1	?	40.1%[activator]	-4.9%	-8.6
CCN(C(=O)COC(=O)c1cc2ccccc2cc1O)C1CCS(=O)(=O)C1 (stereo not given)	78.1	-1.7%	6.3%	?
O=C(Cn1c(=S)[nH]c2ccccc21)c1ccccc1	-16.7	/	-5.7%	/
COc1ccc(C(=O)NCc2cccnc2)cc1S(=O)(=O)N1CCOCC1	-18.2	-1.2%	0.8%	-11.5
O=c1[nH]c2ccc(Br)cc2c(-c2ccccc2)c1N1CCOCC1	1.2	-6.5%	-4.8%	3.6
O=C(O)c1c[nH]c2ccc(S(=O)(=O)N3CCN(c4ccc(F)cc4)CC3)cc2c1=O	-14.3	-0.7%	-10.0%	5.1
Cc1ccc(OCCCNC2CCCC2)cc1	2.2	/	-3.2%	/
c1cncc(-c2nnc(SCc3nc4ccccc4[nH]3)o2)c1	2.2	-1.9%	-0.5%	-3.4
Cc1ccc(CNC(=O)CCNC(=O)Cn2ccc3ccccc3c2=O)cc1	66.3	10.9%	4.5%	-9.2
CC(C)NC[C@H](O)c1ccc(NS(C)(=O)=O)cc1	/	15.1%	-1.5%	-2.9
CCCC1=C(C(=O)OCC)C(c2ccc(OC)c(C)c2OC)C(C#N)=C(N)O1 (stereo not given)	?	/	-5.1%	/
O=C(/C=C/c1c[nH]c2ccccc12)c1ccccc1	31.3	/	-6.8%	/
CC(C)C(=O)Nc1nnc(CCN2CCCCC2)s1	4.6	5.0%	-3.0%	11.5
Cc1c(NC(C)C)c(=O)n(-c2ccccc2)n1C	/	-1.1%	-0.8%	4.6[20.6 µM]
CCCC1(c2ccccc2)NC(=O)N(CC(=O)c2[nH]c(C)c(C(=O)OCC)c2C)C1=O (stereo not given)	17.4	-2.0%	-18.2%	-1.9
COC(=O)c1ccccc1NC(=O)Cn1cc(Br)cn1	12.0	-2.0%	-5.2%	9.3
CN(C)C(=S)SCC(=O)Nc1cccc(C(F)(F)F)c1	-22.7	/	-2.8%	/

compound	PNC inhibitor	15-hLO-2 inh	12-hLO inh	IMPase cell inh
O=c1cc(N2CCC3(CC2)OCCO3)[nH]c(=O)n1-c1ccc(Br)cc1	37.6	/	0.5%	-4.4
Cc1c(Cl)c(C(F)(F)F)nn1CC(=O)NCc1ccccc1	218.6	/	-3.1%	2.4
Cc1cccnc1N(C(=O)Nc1cccc(Cl)c1)C1=NCC(C)(C)S1	-26.7	/	-3.8%	/
CN(C)c1ccc(C(=N)c2ccc(N(C)C)cc2)cc1	/	2.2%	-7.1%	/
CCN(CC)CCn1c2ccccc2c2nc(C)sc21	24.2	2.2%	2.5%	-2.6
Cc1cc(=O)[nH]c(SCC(=O)Nc2cccc(C(F)(F)F)c2)n1	14.8	2.3%	-4.6%	7.6
O=C(Cn1c(NCCO)nc2ccccc21)NCCc1ccc(F)cc1	-15.1	13.7%	-6.7%	-0.9
Cc1ccc(S(=O)(=O)NC(=O)NCc2ccccn2)cc1	-2.7	0.8%	-1.6%	0.7
Cc1nn(-c2ccccc2)c2nc3c(cc12)C(=O)CCC3	-22.8	/	-2.8%	1.9
COc1ccc(OCc2nnnn2-c2ccccc2)cc1	-92.7*	-10.6%[11.4 µM]	3.4%	6.9[1.84 µM]
CCOC(=O)c1c(C)oc2c1c(CN1CCN(C(=O)OCC)CC1)c(O)c1ccccc12	49.2	/	-19.6%	/
COC(=O)C1=C(C)N(C2CCCC2)C(=O)C1(NC(C)=O)C(F)(F)F (stereo not given)	?	-1.2%	3.3%	-2.6
Cc1ccc(S(=O)(=O)N2CCN(Cc3nc4sc(C)c(C)c4c(=O)[nH]3)CC2)cc1	-9.9	14.9%	-18.1%	5.6
O=C1CCCC2=C1C(c1ccccc1O)C1=C(CCCC1=O)O2	?	0.5%	3.4%	3.0
Cc1ccc(NC(=O)C(OC(=O)c2cc(C)oc2C)c2ccccc2)cc1 (stereo not given)	31.0	/	-1.5%	-11.7
O=C(Cn1c(NCCO)nc2ccccc21)c1ccco1	-18.7	-3.5%[11.4 µM]	0.6%	-9.6[1.84 µM]
Cc1ccc(C)c(NC(=S)NC2CC3CCCC(C2)N3CC(C)C)c1 (stereo not given)	34.6	/	-1.2%	?
CC(C)CCNC(=O)CCCn1c(=O)[nH]c2ccc(Br)cc2c1=O	8.5	-7.1%	-5.0%	4.2
CC(C)n1c(-c2ccc(N(C)C)cc2)nc2ccccc21	1.2	46.1%[activator]	-5.7%	-6.3
O=C(O/N=C\c1ccc(N2CCOCC2)c([N+](=O)[O-])c1)c1ccccc1Cl	80.9	-5.0%	-2.3%	4.6

Rewritten with values under each structure: 2 of the compounds above
Values in the order – PNC inhibitor | 15-hLO-2 inh | 12-hLO inh | IMPase cell inh
> O=C(COC(=O)c1ccccn1)Nc1nccs1
→ -3.0 | -10.1% | 1.7% | -5.1
> CCOc1ccc(NC(=O)Nc2cc(C)ccc2F)cc1
→ ? | 3.7% | -2.2% | -7.4

(list continues)
compound	PNC inhibitor	15-hLO-2 inh	12-hLO inh	IMPase cell inh
CCOc1cc2c(cc1C(C)(C)C)NC(=O)CS2	?	-3.2%	-4.7%	-2.5
CCS(=O)(=O)N1CCC(C(=O)NCCCN2CCC(Cc3ccccc3)CC2)CC1	-22.3	17.4%	-9.4%	9.8
Cc1nc(-c2ccccc2)sc1C(=O)CSc1ccc(F)cc1	-11.9	6.7%[11.4 µM]	5.2%	14.5[1.84 µM]
Cc1cccc(N=C/C(C(=O)C(F)(F)F)=C(\O)c2ccco2)c1	?	/	-0.2%	-4.8
Fc1ccc(-c2cnc(-c3cccs3)o2)cc1	72.0	12.8%	1.5%	5.9
Cc1noc(C)c1-c1cncnc1NC1CC1	/	3.2%	0.3%	/

Bioassay records: PubChem BioAssay, National Center for Advancing Translational Sciences (NCATS)
